# High-throughput results (PubChem)
# CDK5 inh – blocks human CDK5/p35 kinase activity; Recombinant CDK5/p35, ADP-Glo luminescence, 60 min; 0.01% of 330,000 active; Q00535+Q15078; inhibition, % at 10 µM;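 active means highest replicate inhibition of at least 50% and at least 75% of replicates reaching 50%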;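 further: plate controls were DMSO neutral control for no effect and GW8510 at 10 µM for full effect; many of its hits are not listed in these tables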
# Rtt109 Vps75 – inhibitors of Candida albicans Rtt109/Vps75 histone acetyltransferase; Q5AAJ8; purified Rtt109/Vps75, ThioGlo CoA-SH fluorescence, 4 h; inhibition, % at 34.9 µM; 0.16% of 330,000 active; AID 540336;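 active means inhibition of at least 50% in every replicate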
# Keap1-Nrf2 PPI – Keap1-Nrf2 (human) interaction inhibition; Q14145; inhibition, % at 9.4 µM; 0.15% of 340,000 active; Keap1 Kelch-Nrf2 peptide fluorescence polarization, 1536-well; in the data active means inhibition above about 12%;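 further: human Keap1 Kelch domain with fluorescein labeled Nrf2 9mer peptide probe; 0% = neutral control wells and 100% = peptide positive control; higher means more block of Keap1 binding to Nrf2 peptide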
# Target sequence (Q14145 whole entry, looked up, the tested form may be a part): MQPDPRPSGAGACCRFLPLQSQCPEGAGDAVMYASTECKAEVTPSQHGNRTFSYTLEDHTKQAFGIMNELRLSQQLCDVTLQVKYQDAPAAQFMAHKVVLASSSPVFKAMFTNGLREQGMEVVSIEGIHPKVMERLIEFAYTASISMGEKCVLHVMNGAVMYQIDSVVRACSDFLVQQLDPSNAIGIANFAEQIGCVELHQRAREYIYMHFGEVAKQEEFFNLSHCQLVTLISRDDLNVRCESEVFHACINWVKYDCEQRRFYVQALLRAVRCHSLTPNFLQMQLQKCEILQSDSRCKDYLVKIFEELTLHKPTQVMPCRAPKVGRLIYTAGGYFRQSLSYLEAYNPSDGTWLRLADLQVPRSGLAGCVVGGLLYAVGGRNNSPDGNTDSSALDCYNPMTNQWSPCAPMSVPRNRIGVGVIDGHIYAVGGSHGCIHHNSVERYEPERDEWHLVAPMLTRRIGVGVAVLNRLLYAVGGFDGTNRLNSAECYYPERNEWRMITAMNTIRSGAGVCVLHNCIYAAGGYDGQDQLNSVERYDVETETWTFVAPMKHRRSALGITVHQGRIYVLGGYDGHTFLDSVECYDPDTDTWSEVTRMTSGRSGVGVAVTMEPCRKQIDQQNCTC
# dFosB activator – enhances mouse delta FosB homodimer DNA binding; P13346; purified delta FosB, TAMRA-CDK5 oligo fluorescence polarization; percent of positive-control signal above neutral wells; activation, % at 25 µM; 0.99% of 340,000 active; AID 493131;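 active means mean activation above about 17%, with every replicate also reaching it, limit read from the data, passing the limit was not always enough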;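 further: fluorescence polarization rise as delta FosB binds a TAMRA Cdk5 AP-1 oligo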
# Target sequence (P13346 whole entry, looked up): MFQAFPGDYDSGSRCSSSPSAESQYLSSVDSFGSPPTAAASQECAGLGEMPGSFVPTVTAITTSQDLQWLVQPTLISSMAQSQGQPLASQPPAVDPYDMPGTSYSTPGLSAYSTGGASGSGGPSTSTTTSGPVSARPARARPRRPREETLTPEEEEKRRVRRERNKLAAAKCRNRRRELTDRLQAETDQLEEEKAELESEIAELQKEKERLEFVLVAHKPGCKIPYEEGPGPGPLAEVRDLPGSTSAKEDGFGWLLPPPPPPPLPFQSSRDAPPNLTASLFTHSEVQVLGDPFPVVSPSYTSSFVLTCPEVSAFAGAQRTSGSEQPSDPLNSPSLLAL
# cardiac RTF act – cardiac RTF calcium sensitization; P19429+P45379; IANBD-labeled TnC RTF fluorescence at EC20 calcium; 0% EC20 calcium, 100% full calcium; activation, % at 7.2 µM; 0.24% of 340,000 active;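 active means activation above the mean over all tested compounds plus 3 SD, cut at about 30% in these data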;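 further: rise in fluorescence read as greater calcium sensitivity of cardiac thin filaments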
# SUMO Mot1 rescue – inhibitors of SUMOylation pathway: yeast Mot1-301 growth rescue; 1% of 320,000 active; growth rescue, % at 18.8 µM; S. cerevisiae Mot1-301 growth rescue, ATP luminescence, 38.5C; percent above DMSO median, 100 means doubled;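 active means every valid replicate shows activation above 250% relative to neutral control wells; inactive means the rest, any valid replicate at or below 250%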;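 further: OY570 slx delta 5 strain wells were the positive control but not used for scaling; some compounds called inactive have numbers as strong as hits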
# PvdQ acylase – P. aeruginosa PvdQ acylase inhibition | inhibition, % at 10 µM | 0.063% of 340,000 active | purified PvdQ acylase, fluorescence plate reader; in the data active means inhibition above about 30%, passing the limit was not always enough;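 further: 0% = vehicle neutral wells and 100% = reference inhibitor wells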
# Cardiac RTF inh – cardiac RTF calcium desensitization | P19429+P45379 | IANBD-labeled cardiac RTF, Ca2+ fluorescence | inhibition, % at 7.15 µM | 0.12% of 340,000 active | AID 493244;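 active means inhibition above the mean inhibition of all tested compounds plus 3 SD, cut at about 17% in these data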;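 further: assay run at fixed EC70 calcium of 1.6 mM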
# LANA DNA inh – inhibitors of KSHV LANA C-terminal domain DNA binding; MBP-C-LANA/FAM-LBS DNA binding, fluorescence polarization; inhibition, % at 9 µM; 0.078% of 340,000 active;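 active means highest replicate inhibition at or above 60% at 9 µM, even if other replicates fall short; inactive means all replicates below 60% inhibition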;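 further: 0% = neutral control wells and 100% = 4 µM acridine orange control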
# PfHsp90 yeast 2 – reduces growth (ATP signal) of yeast expressing P. falciparum Hsp90 | S. cerevisiae expressing PfHsp90, BacTiter-Glo ATP, 48 h; yeast lacking PDR1 and PDR3 efflux regulators | inhibition, % at 9.4 µM | 0.32% of 310,000 active | AID 504621;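 active means every replicate shows inhibition above about 80%, whatever the replicate mean, limit read from the data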;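 further: 0% = DMSO neutral controls and 100% = 20 µM radicicol positive controls; yeast relying on Plasmodium falciparum Hsp90 in place of its own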
# NSD2 inh – NSD2 (human) methyltransferase inhibition | NSD2 peptide methylation, AlphaScreen, 120 min | O96028 | inhibition, % at 12.5 µM | 0.54% of 310,000 active; in the data active means inhibition above about 50%
# * = called active by the depositor; . = not tested or not shown. Hits appear at their usual frequency; overall some 3.2% were active at least once.
SMILES,CDK5 inh,Rtt109 Vps75,Keap1-Nrf2 PPI,dFosB activator,cardiac RTF act,SUMO Mot1 rescue,PvdQ acylase,Cardiac RTF inh,LANA DNA inh,PfHsp90 yeast 2,NSD2 inh
CCCN(CCC)S(=O)(=O)c1ccc(C(=O)OCCN2C(=O)c3cccc4c(N5CCOCC5)ccc(c34)C2=O)cc1,-0.7,-70,39*,3,52*,-1,-6,-29,64,-1,.
CCOC(=O)C1CCN(c2cc(=O)n(C3CCCCC3)c(=O)[nH]2)CC1,-0.6,-7,-4,-6,-8,-12,-14,5,-3.1,-3,-2
N#CC1=C(N)Oc2n[nH]c(-c3cccs3)c2C1c1ccco1 (centres undefined),1.9,3,-46,4,17,-6,-13,-21,-7.4,-33,9
CC1S/C(=C(\C#N)C(=O)NCc2ccco2)N(Cc2ccco2)C1=O (centres undefined),-0.9,3,-1,-4,3,.,-9,6,1.1,19,-2
COc1ccc(CNc2cc(C)ccn2)c(O)c1,0.5,4,-6,-7,-1,13,-7,-5,-4.1,-22,0
Cc1cc(C)c(NC(=O)CSc2nnc(-c3ccccn3)n2N)c(Cl)c1,-0.3,-3,-5,-12,5,295,-8,-2,0.3,-22,-7
Cc1nc(C(=O)NCc2ccccc2)sc1C1(C)CC(c2ccccc2)=NO1 (centres undefined),-1.3,4,-1,-3,-4,10,-7,-9,1.3,14,.
O=C(CSc1cn(CC(=O)N2CCCCC2)c2ccccc12)NCC1CCCO1 (centres undefined),0.5,2,0,3,0,37,-2,2,-0.9,22,0
CN1C(=O)C(c2ccccc2[N+](=O)[O-])C(=O)c2ccccc21 (centres undefined),-0.1,1,1,0,-1,-26,8,-2,15,7,-3
C=CCn1cc(-c2cccc(Cl)c2)cc(C#N)c1=O,0.2,-10,-4,7,3,23,-10,7,3.9,-1,-15
CCOc1ccc(NC(=O)CCS(=O)(=O)c2ccc(C)cc2)cc1,-8.6,-7,-6,1,-1,180,-7,-4,0.1,-7,-2
COc1ccc2oc(C(=O)NCC3CCCO3)c(C)c2c1 (centres undefined),-1.2,11,2,-2,-1,24,-9,-5,1.9,32,-5

# Four successive compounds out of the list so far, for reference:
SMILES,CDK5 inh,Rtt109 Vps75,Keap1-Nrf2 PPI,dFosB activator,cardiac RTF act,SUMO Mot1 rescue,PvdQ acylase,Cardiac RTF inh,LANA DNA inh,PfHsp90 yeast 2,NSD2 inh
CCCN(CCC)S(=O)(=O)c1ccc(C(=O)OCCN2C(=O)c3cccc4c(N5CCOCC5)ccc(c34)C2=O)cc1,-0.7,-70,39*,3,52*,-1,-6,-29,64,-1,.
CCOC(=O)C1CCN(c2cc(=O)n(C3CCCCC3)c(=O)[nH]2)CC1,-0.6,-7,-4,-6,-8,-12,-14,5,-3.1,-3,-2
N#CC1=C(N)Oc2n[nH]c(-c3cccs3)c2C1c1ccco1 (centres undefined),1.9,3,-46,4,17,-6,-13,-21,-7.4,-33,9
CC1S/C(=C(\C#N)C(=O)NCc2ccco2)N(Cc2ccco2)C1=O (centres undefined),-0.9,3,-1,-4,3,.,-9,6,1.1,19,-2

# (continued)
SMILES,CDK5 inh,Rtt109 Vps75,Keap1-Nrf2 PPI,dFosB activator,cardiac RTF act,SUMO Mot1 rescue,PvdQ acylase,Cardiac RTF inh,LANA DNA inh,PfHsp90 yeast 2,NSD2 inh
Cc1nnc(N/N=C/c2cc([N+](=O)[O-])c(N3CCC(C)CC3)cc2N2CCC(C)CC2)n1N,0.9,3,0,-5,1,-3,-6,-9,2.3,.,-4
O=C(C[n+]1ccccc1)NNc1ccccc1,-1.1,-4,1,2,4,289,-6,-4,2.4,7,.
CN1C(=O)CC(C(=O)Nc2ccc(F)cc2)SC1=Nc1ccc2c(c1)OCO2 (centres undefined),1.4,7,3,-14,-13,10,-11,-8,-1.0,-31,-1
O=C1NC2(CCCCC2)C(=O)N1CCS(=O)(=O)Oc1ccc(Br)cc1,2.6,4,-6,-9,-3,7,-19,-1,0.1,-45,1
CC(C)OC(=O)c1c(NC(=O)C2CC=CCC2C(=O)O)sc2c1CCCCC2 (centres undefined),0.3,21,1,-10,-3,-20,-14,-3,1.1,1,5
C=CCNC(=O)C(=O)NCC(c1ccc2c(c1)OCO2)N1CCN(c2ccc(F)cc2)CC1 (centres undefined),-0.1,-7,-3,-1,1,-26,-17,-1,3.2,33,3
O=C(OCCN1CCCC1=O)c1cncc(Br)c1,0.6,1,7,0,-1,-8,-3,-5,-0.4,.,-9
O=C(CSc1nnc(-c2ccccc2Cl)o1)Oc1ccc(Br)cc1,2.0,3,0,-2,0,501*,6,-4,0.8,8,-3
O=C(O)CN1C(=O)/C(=C\c2cc(Br)ccc2OCc2ccccc2Cl)SC1=S,-2.1,25,-3,-42,-10,-3,-11,-6,11,-1,6
C(=N\N1CCN(Cc2ccccc2)CC1)/c1cccnc1,1.5,0,-7,-7,3,2,-7,8,1.7,-1,0
COC(=O)C1=C(C)Nc2c(c(=O)n(C)c(=O)n2C)C1c1ccncc1 (centres undefined),-0.5,-2,-2,-2,-5,195,9,5,0.5,5,.
O=C(CSc1nc2ccccc2c(=O)n1-c1ccccc1)NC(=O)CN1CCCC1=O,-0.7,0,2,-8,2,56,-14,-24,3.8,-4,.
Cn1ccnc1C(=O)c1cc(=O)c2ccccc2o1,0.0,0,3,-17,-1,16,-12,-3,0.9,-11,-7
CCCCc1cc(=O)oc2cc(OCC(=O)N3CCC(C(=O)O)(c4ccccc4)CC3)ccc12,0.1,17,1,-1,-3,12,7,-6,0.5,12,.
O=C(O)CC1(CC(=O)Nc2ccccc2Br)CCCC1,0.4,9,0,-10,7,2,10,-6,-2.2,-15,-3
Cc1cccc(N2CCN(C(=O)c3cc4n(n3)C(C(F)(F)F)CC(c3ccco3)N4)CC2)c1C (centres undefined),-0.3,12,1,8,3,48,-16,-6,0.3,-23,1
CCc1ccc(CN2CCC(C(=O)Nc3cccc(-c4nnc(C)s4)c3)CC2)o1,-1.2,34,-7,-14,1,0,5,1,1.2,12,2
CN1[C@@H](CC(=O)c2ccccc2)CCC[C@H]1C[C@H](O)c1ccccc1,-1.8,-3,-1,-7,10,200,-10,-7,-0.1,-20,.
Oc1cccc(C=NCc2ccccc2)c1,0.5,-1,-2,-7,2,1,-16,4,0.8,33,159*
CCOC(=O)CNC(=O)c1nn(-c2cccc(OC)c2)c(=O)c2ccccc12,1.4,0,1,4,-4,20,2,-3,-0.5,-4,-2
N#CC(C#N)=c1ccc2c(c1)NC1(CCCCC1)N=2,10,6,-3,-5,-5,-41,-9,2,0.9,42,.
CCN1C[C@@H]2[C@@H]3C(=O)N(C)C(=O)[C@@H]3[C@](CC)(C(=O)OC)N2C1=NC,-4.7,4,-1,-2,2,.,-8,-2,-0.6,-14,.
COc1cc(/C=N/Nc2ccc(S(N)(=O)=O)cc2[N+](=O)[O-])cc(OC)c1O,0.4,3,-3,-15,-5,3,-18,7,-0.4,-41,0
CCOC(=O)c1nn(-c2ccccc2C)c(=O)c(C#N)c1C,-0.1,9,3,-3,3,-34,6,-3,-0.2,-14,6
Cc1cccc(-n2ncc3c2CCCC3NC(=O)C2=CC(=O)CC(C)(C)O2)c1C (centres undefined),-0.9,-1,-1,-9,-10,75,-18,1,1.8,-8,-1
Cn1nccc1NC(=O)NC(=O)c1c(Cl)cccc1Cl,1.0,5,2,1,5,399,-6,4,0.2,3,-1
CC(OC(=O)c1cccnc1Cl)C(=O)Nc1ccc(S(N)(=O)=O)cc1 (centres undefined),0.8,-12,-2,5,1,5,-6,-5,-0.5,-4,-1
Cc1ccc(C)c(NC(=O)c2ccc(OC(=O)c3ccco3)cc2)c1,1.2,10,-2,0,8,-3,0,-3,-1.2,-10,2
Cc1ccc(S(=O)Cc2ccc(C(=O)N3CCN(C4CCCCC4)CC3)o2)cc1 (centres undefined),1.6,2,-1,-5,-3,9,0,-7,-2.1,1,4
CCOC(=O)c1c(C)[nH]c(C(=O)CN(C)CC(=O)Nc2ccccc2Cl)c1C,-5.3,5,-5,-14,-2,-4,-6,-1,-2.0,16,-1
CCOc1ccc(CN2CCN(C(=O)c3ccco3)CC2)cc1,0.7,-1,-5,7,-4,13,-4,4,3.9,-10,-1
CSc1cccc(NC(=O)Nc2ccccc2)c1,-1.6,2,-3,-4,-5,.,10,-7,-0.7,5,-3
CCCCn1c(=O)[nH]c(=O)c2c(C(=O)OCC)cc(-c3cccs3)nc21,0.8,-52,-2,-7,9,.,2,-8,2.5,-19,-12
NS(=O)(=O)c1cccc(NC(=O)CSc2nc3ccccc3[nH]2)c1,2.2,-6,-5,0,1,9,-16,-3,0.0,24,1
NC(=O)CSc1ccc(S(=O)(=O)N2CCOCC2)cn1,0.4,-3,2,4,0,.,-8,-18,4.7,5,1
CCC(Oc1ccc(C)cc1)C(=O)Nc1ccc(S(=O)(=O)Nc2cc(C)on2)cc1 (centres undefined),-1.5,10,4,-7,-6,15,-2,-7,0.8,4,-2
CC1CCC(=NNc2ccc(C(F)(F)F)cc2[N+](=O)[O-])CC1 (centres undefined),-0.4,-23,-3,-3,7,16,-14,2,-0.2,8,1
C=CCn1c(C)c(C(C)=O)cc(NC(=O)c2ccccc2)c1=O,0.4,-1,-2,3,2,-9,-14,-2,-0.1,15,-1
COc1ccc(O)c(C(=O)c2cnc3c(c2)c(-c2ccc(F)cc2)c(C#N)c(=O)n3C)c1,1.9,15,2,-11,-4,9,8,4,-0.6,-6,3
COC(=O)N/N=C/c1ccc(-c2ccc(C)c(Cl)c2)o1,-0.3,1,4,1,-16,13,0,7,-1.1,3,-2
CCOc1ccc(NC(=O)CCC(=O)N/N=C/c2ccc3c(c2)OCO3)cc1,-2.8,.,4,2,0,68,-13,1,0.6,5,-2
Cc1cc(=O)oc2cc(OCC3CC(c4ccc(Br)cc4)=NO3)ccc12 (centres undefined),1.7,-9,-1,-7,3,6,-12,-8,-0.8,18,-15
C=CCn1c(O)c(N=NC(=O)CNC(=O)/C=C/c2ccc(OC)cc2)c2ccccc21,0.6,5,-1,-11,2,3,-6,1,-0.6,-13,-1
O=C1CCC(C(=O)N2CCC(CCO)CC2)CN1Cc1ccc(Cl)cc1 (centres undefined),0.5,-6,-3,-5,-4,-10,-9,-1,-0.8,0,-1
CC(=O)N1CCc2cc(S(=O)(=O)N3CCCCC3C)ccc21 (centres undefined),0.8,28,-1,-5,1,80,3,-2,-2.0,15,0
Cc1ccc(OCCCC(=O)Nc2cc(S(=O)(=O)N3CCOCC3)ccc2N2CCOCC2)cc1,1.3,4,2,-2,-17,.,2,-1,0.3,-16,-6
CCCN1C(C)C(C(=O)OCC)=CN(Cc2ccc(Br)cc2)S1(=O)=O (centres undefined),1.7,-7,-5,-2,-3,.,-11,-1,0.3,-12,.
O=C(c1ccccc1)c1c[nH]c(C(=O)NCCCn2ccnc2)c1,4.0,12,-3,2,1,0,1,1,-0.2,6,0
CCN(CC)CCNC(=O)Cn1nc(Cc2cccnc2)c2ccccc2c1=O,-1.9,-8,3,-12,0,-13,1,-11,1.7,-5,.
